EPAC2 antagonist: antagonists of human EPAC2 | EPAC2 GEF exchange of Rap1B-BODIPY-GDP, fluorescence | hit rate 0.18% among 360,000 | Q8WZA2 | Potency, µM (highest dose often 114 µM), inactives show top-dose activity, negative = inhibition, actives largely listed as inhibitors; also: potency is read from the fitted curve at half-maximal effect; % is scaled to controls: 0 for no effect and ±100 for the full control effect; nearly all actives have a fitted effect of over 45% in size; many of its hits are not listed in these tables
Target sequence (Q8WZA2 whole entry, looked up): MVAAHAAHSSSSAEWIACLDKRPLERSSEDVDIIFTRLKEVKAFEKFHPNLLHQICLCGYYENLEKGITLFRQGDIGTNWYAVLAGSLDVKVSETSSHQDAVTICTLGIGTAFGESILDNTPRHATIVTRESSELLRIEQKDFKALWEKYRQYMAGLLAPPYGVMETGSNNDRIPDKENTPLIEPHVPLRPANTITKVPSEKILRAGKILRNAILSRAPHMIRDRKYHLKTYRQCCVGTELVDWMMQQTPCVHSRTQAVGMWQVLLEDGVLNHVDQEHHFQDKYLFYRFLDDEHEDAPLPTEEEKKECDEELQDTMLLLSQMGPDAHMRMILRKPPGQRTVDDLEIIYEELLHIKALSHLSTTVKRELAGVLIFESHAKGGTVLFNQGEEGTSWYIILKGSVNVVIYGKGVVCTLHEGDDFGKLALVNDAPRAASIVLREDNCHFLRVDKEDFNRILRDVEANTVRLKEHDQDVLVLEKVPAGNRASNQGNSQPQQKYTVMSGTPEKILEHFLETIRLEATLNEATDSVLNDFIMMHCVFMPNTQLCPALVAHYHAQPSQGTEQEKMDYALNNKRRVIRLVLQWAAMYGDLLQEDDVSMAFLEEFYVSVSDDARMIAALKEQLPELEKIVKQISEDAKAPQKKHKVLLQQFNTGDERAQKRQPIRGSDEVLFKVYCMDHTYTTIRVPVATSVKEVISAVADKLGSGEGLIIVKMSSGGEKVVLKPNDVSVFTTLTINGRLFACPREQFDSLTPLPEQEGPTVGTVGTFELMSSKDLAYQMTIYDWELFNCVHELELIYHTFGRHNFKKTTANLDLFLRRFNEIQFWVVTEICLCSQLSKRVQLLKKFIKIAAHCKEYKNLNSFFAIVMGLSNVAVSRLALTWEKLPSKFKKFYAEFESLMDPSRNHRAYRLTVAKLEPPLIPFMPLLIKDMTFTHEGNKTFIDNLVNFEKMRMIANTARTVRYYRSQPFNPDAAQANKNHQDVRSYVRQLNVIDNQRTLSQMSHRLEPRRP
A549 viability: kills or reduces viability of A549 cells in Nrf2 counter-screen; A549 ARE-Fluc cells, CellTiter-Fluor viability, 18-24 h; Potency, µM (doses to about 46 µM), inactives show at the highest dose activity change, negative = cytotoxicity, usual class: inhibitors; hit rate 0.16% among 390,000; also: potency is read from the fitted curve at half-maximal effect; % is scaled to controls: 0 for no effect and ±100 for the full control effect
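Cytotoxicity counterscreen: CellTiter-Fluor fluorescence was measured in A549 ARE_Fluc cells after 18-24 h of compound exposure in a concentration series. The subsequent BugLite luminescent read reports ARE-luciferase activity.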
EPAC2 agonist: EPAC2 (human) agonism. EPAC2 activation, biochemical qHTS; response scale: 100% = 6.5 mM cAMP response. AID 720711. Potency, µM (doses to about 154 µM), without a hit: at the highest dose activation, actives largely listed as activators. hit rate 0.079% among 360,000; also: potency is read from the fitted curve at half-maximal effect; nearly all actives have a fitted effect of over 50% in size
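Nucleotide exchange monitored as fluorescence drop when BODIPY-GDP leaves Rap1B. Reaction: 100 nM EPAC2, 250 nM RAP1B-BODIPY-GDP, 50 uM GDP, room temperature, kinetic read over 30 min. Activity expressed relative to 6.5 mM cAMP.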
TGFb SMAD3 inh: inhibitors of TGF-b signaling. HepG2 CAGA-GFP TGF-b/SMAD3 reporter, GFP fluorescence, 18 h; TGF-beta stimulated, 500 pg/mL final. Potency, µM (highest dose often 46.1 µM), for inactives: at the highest dose activity, negative = inhibition, actives largely listed as inhibitors. hit rate 1.2% among 410,000. AID 588855; also: potency is read from the fitted curve at half-maximal effect; % is scaled to controls: 0 for no effect and ±100 for the full control effect; nearly all actives have a fitted effect of over 65% in size
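HEPG2 CAGA-GFP, 1000 cells/well; 2 h settle, 37 C; cpd via pin tool; TGF-b 500 pg/mL final; 18 h, 37 C; GFP imaging ex488/em500-530; %Activity normalised to -TGF-b and +DMSO controls; CRC fit, curve class.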
CCT modulator: modulators of cytosolic chaperonin (CCT/TRiC) activity. purified chaperonin ATPase assay, HTRF ADP detection, 30 min. hit rate 0.3% among 360,000. AID 651819. activity change, % (no concentration beside the values), hits read low; in the data active = activity change below about -30%; also: % is scaled to controls: 0 for no effect and ±100 for the full control effect
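Nucleotide hydrolysis assay: TRiC at 20–40 nM final (set by batch activity) with 10 uM ATP, 30 min at 37 °C, in presence of 76 uM compound. Detection by competitive ADP HTRF, 30 min ambient.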
pAkt inh: blocks phosphorylation of Akt | AID 651550 | Neuro2A IGF-stimulated pAkt S473 HTRF, 20 min; stronger effect = lower value | activity change, % for hits at 50 µM | hit rate 0.32% among 360,000; in the data active = activity change below about -80%; inconclusive = mostly about -51% to -80%; also: % is scaled to controls: 0 for no effect and ±100 for the full control effect
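Single-point screen (50 µM final compound) in Neuro2A cells stimulated 20 min with 6 nM IGF at 37 deg C. After lysis, Ser473-phosphorylated Akt read by HTRF (ex 330 nm, em 615/665 nm) as the 665/615 ratio.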
Nrf2 ARE act: activates Nrf2 signaling; AREc32 ARE-luciferase reporter (MCF7-derived line), luminescence, 24 h; Potency, µM (series often up to 46.1 µM), without a hit: at the top dose activation, hits mostly activators; hit rate 0.31% among 410,000; AID 624171; also: potency is read from the fitted curve at half-maximal effect; % of control where 0% means no effect; nearly all actives have a fitted effect of over 65% in size
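Cells of the AREc32 ARE-luciferase line are plated in OPTI-MEM containing 5% FBS and left overnight at 37 deg C. Compounds are pinned in, incubation continues 24 hr, and firefly luciferase signal is then measured.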
Nrf2 inh: blocks Nrf2 signaling; A549 ARE-Fluc reporter, luciferase luminescence, 18-24 h; Potency, µM (titrated, usually from 46 µM), for the others: top-dose activity change, negative = inhibition, usual class: inhibitors; hit rate 2.1% among 360,000; AID 504444; also: potency is read from the fitted curve at half-maximal effect; % is scaled to controls: 0 for no effect and ±100 for the full control effect; nearly all actives have a fitted effect of over 60% in size
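In this cell-based qHTS, ARE-driven firefly luciferase in A549 cells reports Nrf2 activity; the luminescent signal after BugLite lysis is the measured value, with a prior CellTiter-Fluor read for cell health.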
Mm-Cpn inhibitor: inhibitors of Methanococcus maripaludis chaperonin (MmCpn). purified Mm-Cpn ATPase, ADP Transcreener TR-FRET. Potency, µM (titrated, usually from 76.9 µM), for inactives: top-dose activity, negative = inhibition, actives largely listed as inhibitors. hit rate 0.031% among 330,000; also: potency is read from the fitted curve at half-maximal effect; % is scaled to controls: 0 for no effect and ±100 for the full control effect; nearly all actives have a fitted effect of over 80% in size
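Inhibition of chaperonin ATP hydrolysis is measured as reduced ADP production, detected by competitive TR-FRET in which signal falls with ADP. Final enzyme 25 nM and ATP 10 uM, reacted 30 min at 37°C.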
Active calls of the source: *; i = inactive; ? = inconclusive; . = no result given; [ ] = dose if it differs, or a comment. Unless noted, calls follow the shape of the dose curve; as a rule, active = well fitted curve in the direction sought with a large enough effect; inconclusive = small, poorly fitted or top-dose-only effect, or another doubt; inactive = no such curve, though single readings can be large; an effect the other way counts as inactive or inconclusive.

| Structure | EPAC2 antagonist | A549 viability | EPAC2 agonist | TGFb SMAD3 inh | CCT modulator | pAkt inh | Nrf2 ARE act | Nrf2 inh | Mm-Cpn inhibitor |
| --- | --- | --- | --- | --- | --- | --- | --- | --- | --- |
| CSc1ccccc1N1CCN(C(=O)Nc2ccc3c(c2)NC(=O)CO3)CC1 | 8% | -5% | 0% | 0% | -2.5 | i | 2.3% | -26% | 2% |
| O=C1CSC(c2ccc(F)c(F)c2)N1c1ccccc1F (stereo not drawn) | -18% | 2% | 6% | -3% | 0.2 | i | 0.1% | 13% | 0% |
| CCOC1=C2CN(S(=O)(=O)c3ccc(C)cc3)[C@H](c3cccc(Cl)c3)C[C@@H]2N(S(=O)(=O)c2ccccc2[N+](=O)[O-])[C@H](c2ccccc2)C1 | 28% | . | 2% | -21% | -2.1 | i | 0.1% | . | . |
| O=C(NNC(=O)c1nn(-c2ccc(F)cc2)ccc1=O)c1ccccc1Cl | 6% | -4% | 7% | -1% | 1.5 | i | 2.4% | -9% | 2% |
| OC[C@H]1O[C@H](OC[C@H]2OC(O)[C@H](O)[C@@H](O)[C@@H]2O)[C@H](O)[C@@H](O)[C@@H]1O (stereo partly drawn) | -6% | -3% | 1% | 24% | -1.6 | i | -0.6% | 4% | 0% |
| COc1cc2ccccc2cc1C(=O)Nc1ccc2oc(-c3cccc(C)c3)nc2c1 | . | 4% | . | 2% | . | . | 2.7% | ? | . |
| Cn1cc(S(=O)(=O)N2CCN(Cc3ccccc3)CC2)c(=O)n(C)c1=O | 5% | 0% | 4% | 4% | 1.9 | i | -0.4% | -3% | 0% |
| COc1cc(/C=N/NC(=O)COc2cc(C)cc(C)c2)ccc1OS(=O)(=O)c1ccc(C)cc1 | -15% | 2% | 1% | ? | -0.9 | i | -0.5% | ? | -1% |
| COCCn1c(N)c(N(Cc2ccccc2)C(=O)COc2ccccc2F)c(=O)[nH]c1=O | 1% | 8% | 7% | -3% | -1.2 | i | -0.7% | -10% | -2% |
| CC1CCN(C(=O)COc2coc(CN3CCc4ccccc43)cc2=O)CC1 | -3% | -5% | 9% | 11% | -1.3 | i | -0.1% | -12% | -1% |
| COc1ccc(N2CCN(C(=O)CNC(=O)Cc3ccccc3)CC2)cc1 | -2% | -1% | 14% | ? | -0.6 | i | -0.3% | 1% | -3% |
| Cc1onc(C(=O)N2CCOCC2)c1[N+](=O)[O-] | 0% | 2% | 4% | 14% | -1.7 | i | 0.4% | 3% | 3% |
| COC(=O)C[C@H]1c2cc(C(F)(F)F)ccc2S(=O)(=O)N1C(C)(C)C | -24% | 2% | -1% | ? | -0.5 | i | ? | -3% | . |
| O=c1cc(C(F)(F)F)nc(SCc2cccnc2)[nH]1 | 0% | 0% | 6% | -7% | -1.9 | i | 1.6% | 2% | 0% |
| O=C(COC(=O)c1cccc(S(=O)(=O)Nc2ccc(F)cc2)c1)NCCN1C(=O)CSC1=O | 1% | -2% | 3% | 3% | 1.5 | i | -0.7% | 1% | 2% |
| Cc1ccccc1NC(=S)N1CCCC(c2nc3ccccc3[nH]2)C1 (stereo not drawn) | 2% | 0% | 0% | -12% | 0.8 | i | -0.1% | -12% | 2% |
| COC(=O)c1ccc(C(=O)N(C)C2CCCN(Cc3ccccc3F)C2)cc1 (stereo not drawn) | 11% | 2% | 7% | 20% | 1.5 | i | 0.4% | -14% | -2% |
| O=C(O)/C=C/C(=O)NNc1ccc([N+](=O)[O-])cc1 | 5% | ? | 1% | -7% | -0.1 | i | 2.6% | 0% | 0% |
| CC(=O)Nc1cccc(OC(=O)COc2ccc(Br)cc2)c1 | 1% | 3% | 13% | 0% | -12 | i | -0.3% | 5% | 0% |
| CCOC(=O)CN1C(=O)NC2NC(=O)NC21 (stereo not drawn) | 7% | 3% | 1% | 5% | -2.9 | i | -0.4% | 5% | 2% |
| CCN(CC)S(=O)(=O)c1ccc(O)c(NC(=O)c2cc(-c3cc(OC)c(OC)c(OC)c3)nc3ccccc23)c1 | 16% | -11% | -14% | ? | 0.5 | i | 0.1% | 13% | 2% |
| O=C(CSc1nnc(-c2ccccc2)o1)N1CCN(c2ccccc2)CC1 | 5% | 0% | -5% | 21% | -1.1 | i | -0.8% | . | -3% |
| O=C(Nc1ccc(Cc2ccncc2)cc1)c1cc(F)c(F)cc1Cl | -3% | 2% | 17% | -11% | -6.5 | i | -0.3% | -11% | 0% |
| Cc1ccc(S(=O)(=O)NCCSCc2ccccc2)cc1 | -27% | 3% | 7% | -1% | 2.8 | i | 0.6% | . | 3% |
| O=C(Nc1ccc(Br)cc1)N1CCCCC1 | 1% | 2% | 10% | ? | -2.9 | i | 3.3% | ? | 7% |

5 entries from above, ordered by number of heavy atoms, rising.
| Structure | EPAC2 antagonist | A549 viability | EPAC2 agonist | TGFb SMAD3 inh | CCT modulator | pAkt inh | Nrf2 ARE act | Nrf2 inh | Mm-Cpn inhibitor |
| --- | --- | --- | --- | --- | --- | --- | --- | --- | --- |
| O=C1CSC(c2ccc(F)c(F)c2)N1c1ccccc1F (stereo not drawn) | -18% | 2% | 6% | -3% | 0.2 | i | 0.1% | 13% | 0% |
| COc1ccc(N2CCN(C(=O)CNC(=O)Cc3ccccc3)CC2)cc1 | -2% | -1% | 14% | ? | -0.6 | i | -0.3% | 1% | -3% |
| CC1CCN(C(=O)COc2coc(CN3CCc4ccccc43)cc2=O)CC1 | -3% | -5% | 9% | 11% | -1.3 | i | -0.1% | -12% | -1% |
| COc1cc2ccccc2cc1C(=O)Nc1ccc2oc(-c3cccc(C)c3)nc2c1 | . | 4% | . | 2% | . | . | 2.7% | ? | . |
| O=C(COC(=O)c1cccc(S(=O)(=O)Nc2ccc(F)cc2)c1)NCCN1C(=O)CSC1=O | 1% | -2% | 3% | 3% | 1.5 | i | -0.7% | 1% | 2% |

Further compounds.
| Structure | EPAC2 antagonist | A549 viability | EPAC2 agonist | TGFb SMAD3 inh | CCT modulator | pAkt inh | Nrf2 ARE act | Nrf2 inh | Mm-Cpn inhibitor |
| --- | --- | --- | --- | --- | --- | --- | --- | --- | --- |
| CCOC(=O)N1C2C=C(C)[C@@H]2[C@@H]2CC(=O)N21 (stereo partly drawn) | 5% | -2% | 0% | -3% | -6.1 | i | 0.0% | 3% | -2% |
| Cc1ccc(N/C=C/C(=O)c2ccccc2)cc1Br | -4% | -12% | 3% | 7% | -2.4 | i | 11µM* | ? | -4% |
| COc1ccc(OC)c(-c2csc(NC(=O)c3ccc(F)cc3)n2)c1 | -6% | -5% | 6% | ? | 1.9 | i | 5.9% | 18µM* | -3% |
| CCNC(=O)C1(c2ccccc2)CCCC1 | 1% | 5% | 6% | 1% | -0.2 | i | 0.2% | 6% | . |
| COc1ccc(C(=O)NCC(c2cccnc2)N2CCN(c3ccc(F)cc3)CC2)cc1 (stereo not drawn) | . | ? | . | -24% | . | . | 3.1% | ? | . |
| CC(=O)c1sc(=S)n(Cc2ccccc2)c1C | -26% | 1% | 1% | -5% | -1.6 | i | -0.4% | 2% | -1% |
| CC(C)C(=O)Nc1c(C(=O)N2CCN(c3ncccn3)CC2)oc2ccccc12 | 4% | -7% | 0% | 0% | 0.7 | i | 0.0% | -13% | 1% |
| CSCC[C@H](NS(=O)(=O)c1ccc(C(C)=O)cc1)c1nnc2ccccn12 | 15% | 1% | 9% | 10% | -1.6 | . | -0.1% | -1% | -3% |
| NS(=O)(=O)c1ccc(NC(=O)CSc2ncnc3ccccc23)cc1 | -10%[57.1 µM] | -9% | 0% | ? | 0.7 | i | 8.1% | ? | -17% |
| CCC(=O)N1c2nc(-c3ccco3)nn2C2(CCCCC2)[C@@H]2CCCC[C@@H]21 | . | -16% | . | -29% | . | . | 10% | 13% | . |
| O=C(Nc1cccc(O)c1)c1cc(-c2ccccc2F)no1 | . | -12% | . | 1% | . | . | ? | -26% | . |
| O=c1c(-c2ccc(Cl)cc2)coc2c(CN3CCOCC3)c(O)ccc12 | -6% | 2% | -7% | 23% | -0.5 | i | 1.8% | ? | 2% |
| COc1cc2ccccc2cc1C(=O)OCC(=O)NC1CCS(=O)(=O)C1 (stereo not drawn) | 9% | 1% | -2% | 3% | 0.6 | i | -0.4% | -3% | 2% |
| Cc1cccc(C(=O)NCC(=O)OCc2cc(=O)n3nc(C4CCCCC4)sc3n2)c1 | . | -2% | . | -8% | . | . | 0.6% | 18% | . |
| CN(C)c1ccc(C(=O)NCCCSc2ccccc2)cc1 | -9% | 0% | 6% | 7% | 1.6 | i | 4.1% | ? | -2% |
| O=C(Cn1cnc2c(nnn2Cc2ccc(F)cc2)c1=O)NCc1ccccc1 | -1% | 8% | -2% | -9% | -0.8 | i | -0.7% | 5% | 1% |
| c1nc(N2CCCC2)c2[nH]cnc2n1 | 0% | -1% | 11% | -11% | -3.1 | i | -0.5% | ? | 1% |
| COc1ccc(-n2c(=O)c(NC(=O)c3ccccc3)c3n(c2=S)CCCCC3)cc1 | 9% | -15% | 7% | 4% | 0.2 | i | 0.0% | 0% | -1% |
| CN1CCn2cnc(C(=O)Nc3ccc(CNC(=O)OC(C)(C)C)cc3)c2C1=O | 5% | . | 1% | 4% | 0.2 | i | -1.3% | . | . |
| CCCC(CCC(=O)Nc1cccc([N+](=O)[O-])c1)C(=O)O (stereo not drawn) | -5% | 1% | -2% | 2% | -0.4 | i | 0.8% | 2% | -1% |
| O=C(NC1CCCCCC1)C1CCN(c2nc3ccccc3o2)CC1 | 6% | -17% | 10% | -5% | 0.4 | i | -0.5% | ? | 2% |
| CCOC(=O)CC1C(=O)NCCN1S(=O)(=O)c1ccc(Cl)cc1Cl (stereo not drawn) | -1% | -1% | 2% | 5% | -1.2 | i | -0.6% | -2% | -1% |

Bioassay records from PubChem BioAssay.

Not all compounds are listed; rates above refer to the full screens.
